# Assay outcomes as filed in PubChem.
# Tau fibril ThT – tau fibrillization inhibition (ThT binding); P10636; recombinant tau K18 P301L, heparin-induced fibrillization, ThT fluorescence; Potency, µM (top dose mostly 57.4 µM), for inactives: at the highest dose activity, negative = inhibition, hits mostly inhibitors; hit rate 2.1% among 270,000; further: on the % scale 0 is the no-effect control and ±100 the full control effect; nearly all actives have a fitted effect of over 55% in size
# Target sequence (P10636 561-689 P618L limits assumed): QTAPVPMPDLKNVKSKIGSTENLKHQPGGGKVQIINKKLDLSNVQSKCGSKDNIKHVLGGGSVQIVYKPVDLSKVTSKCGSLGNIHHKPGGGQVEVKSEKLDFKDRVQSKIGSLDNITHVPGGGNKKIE
#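 In this qHTS, human K18 P301L tau is incubated with compound and heparin for 6 hr at 37 C, and Thioflavin T fluorescence then reports fibril load.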
# GAA glycogen mod – GAA glycogen-cleavage inhibition or activation. P10253. recombinant GAA, glycogen substrate, Amplex Red glucose oxidase fluorescence. Potency, µM (series often up to 76.4 µM), without a hit: at the top dose activity change, negative = inhibition, actives largely listed as inhibitors. hit rate 0.38% among 300,000;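 further: 0% = full enzyme reaction and -100% = no-enzyme basal signal; the screen sought inhibitors and activators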
#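 qHTS, 1536-well; enzyme 4 nM final; cpd up to 77 uM; substrate bovine liver glycogen 30 ug; 50 mM citrate/phosphate pH 5.0, 0.01% Tween-20; 37 C, 40 min; Amplex Red detection 45 min RT; Hill fit → AC50.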
# GLA spleen mod – alpha-galactosidase A (human) modulation; P06280; human spleen homogenate, 4MU-alpha-Gal fluorescence, 40 min; Potency, µM (highest dose often 80 µM), inactives show at the top dose activity change, negative = inhibition, usual class: inhibitors; hit rate 0.008% among 240,000;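 further: 0% = enzyme with vehicle and -100% = no enzyme basal signal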
# Target sequence (P06280 32-429 limits assumed): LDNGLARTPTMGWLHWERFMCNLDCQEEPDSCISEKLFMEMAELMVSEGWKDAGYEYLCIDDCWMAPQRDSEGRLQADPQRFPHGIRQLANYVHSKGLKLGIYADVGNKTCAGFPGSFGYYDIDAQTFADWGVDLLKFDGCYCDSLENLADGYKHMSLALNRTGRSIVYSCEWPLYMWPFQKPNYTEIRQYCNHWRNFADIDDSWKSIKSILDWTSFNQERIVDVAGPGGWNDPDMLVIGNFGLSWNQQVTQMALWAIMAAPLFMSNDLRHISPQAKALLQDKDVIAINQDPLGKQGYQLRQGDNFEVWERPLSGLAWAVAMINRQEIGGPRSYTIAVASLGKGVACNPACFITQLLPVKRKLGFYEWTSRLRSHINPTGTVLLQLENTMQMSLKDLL
#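 qHTS titration in buffer at pH 5.0. Alpha-galactosidase activity in spleen homogenate was measured via 4-methylumbelliferone release from 1 mM fluorogenic substrate after 40 min at 37C and a pH 10 stop. AC50 came from Hill fits of control-normalized data.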
# Tau fibril FP – blocks human tau fibril formation measured by polarization; Potency, µM (highest dose often 57.7 µM), inactives show at the highest dose activity, negative = inhibition, usual class: inhibitors; P10636; hit rate 0.39% among 280,000; AID 1468; K18 P301L tau heparin fibrillization, Alexa594 FP, 6 h; further: on the % scale 0 is the no-effect control and ±100 the full control effect; nearly all actives have a fitted effect of over 55% in size
#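 Quantitative HTS format: compounds meet 15 uM recombinant K18 P301L tau and Alexa 594-tau tracer in 100 mM sodium acetate pH 7; 20 uM heparin triggers fibrillization at 37 C over 6 hr; FP gives the signal.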
# GAA spleen mod – lysosomal alpha-glucosidase (human) modulation | P10253 | human spleen homogenate, 4-MU-alpha-glucoside fluorescence | Potency, µM (series often up to 79.9 µM), for the others: at the highest dose activity change, negative = inhibition, usual class: inhibitors | hit rate 0.006% among 240,000 | AID 2112;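 further: 0% = enzyme with vehicle and -100% = no enzyme basal signal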
#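 Enzyme source: human spleen homogenate, 1 ug/well. Buffer 50 mM citric acid/K phosphate pH 5.0, 0.01% Tween-20. 4-MU-alpha-glucoside 1 mM; 37 C x 40 min; NaOH/glycine stop; fluorescence.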
# HTT ATP protect – protects HTT-Q103 PC12 cells, measured by ATP | PC12 HTT-Q103 induced, cytoprotection, ATP luminescence, 40 h | Potency, µM (highest dose often 56.4 µM), without a hit: cytoprotection (ATP increase), usual class: activators | hit rate 0.14% among 230,000 | AID 1471;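 further: % of control where 0% means no effect; nearly all actives have a fitted effect of over 45% in size; toxic huntingtin expression switched on by the ecdysone agonist tebufenozide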
#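 Compounds were screened for protection of PC12 cells against cell death after tebufenozide induction (100 nM final) of mutant Huntingtin exon 1 (Q103) fused to GFP.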
# GAA inhib – blocks human lysosomal alpha-glucosidase. purified human GAA, 4-MU-alpha-glucoside fluorescence. Potency, µM (series often up to 76.9 µM), for inactives: at the highest dose activity change, negative = inhibition, actives largely listed as inhibitors. hit rate 0.005% among 200,000. AID 1466;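 further: plate controls were uninhibited enzyme wells for no effect and no-enzyme background for full effect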
#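 Activity normalized between no-enzyme (basal) and enzyme-only wells. Conditions: 4 nM human enzyme, 400 uM fluorogenic substrate, citrate/phosphate pH 5.0 with Tween-20, 20 min room temperature, compounds up to 77 uM.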
# Tau fluor cs – counter-screen for tau fibril formation inhibitors | tau K18 P301L Alexa594 fluorescence, heparin fibrillization | AID 1463 | hit rate 0.93% among 280,000 | Potency, µM (titrated, usually from 57.7 µM), inactives show at the highest dose activity change, negative = decrease; further: on the % scale 0 is the no-effect control and ±100 the full control effect; nearly all actives have a fitted effect of over 55% in size
#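 Human tau K18 P301L (15 uM unlabeled, 0.24 uM Alexa 594-labeled) in 100 mM sodium acetate pH 7 with 20 uM heparin, 6 hr at 37 C. ThT 30 uM added, 1 hr ambient; Alexa 594 FP and total fluorescence read at 555/632 nm.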
# * hit, by the source's call; u = inconclusive; x = not tested or not shown; [ ] = remark or other dose. The call rests on the fitted dose curve; in most records, active means well fitted curve in the direction sought with a large enough effect; inconclusive means small, poorly fitted or top-dose-only effect, or another doubt; inactive means no such curve, though single readings can be large; an effect the other way counts as inactive or inconclusive. Potency means the concentration at half of the fitted maximal effect. The order is random. About 3.3% of those tested had a hit in this group.
# Results follow in this order: Tau fibril ThT	GAA glycogen mod	GLA spleen mod	Tau fibril FP	GAA spleen mod	HTT ATP protect	GAA inhib	Tau fluor cs
> CCc1cccc(C)c1NC(=S)N1CCCCC1c1cccnc1 (stereo not drawn)
    x	-2%	-3%	3%	-1%	12%[10 µM]	x	-3%
> Cn1nc(OCCOc2ccccc2)ccc1=O
    -1%	3%	-9%	5%	3%	12%	4%	5%
> CCCNC(=O)CSc1nc2ccccc2c(=O)n1CCC
    -6%	0%	-1%	1%	-1%	-13%	7%	-3%
> COc1cc(CN2CCC(C(=O)NC3CCCC3)CC2)ccc1O
    -14%	-14%	-1%	9%	-5%	1%[10 µM]	-7%	-9%
> COc1ccc(S(=O)(=O)N(CC(=O)NCc2ccco2)c2ccccc2)cc1OC
    0%	5%	5%	2%	1%	9%[10 µM]	-6%	-8%
> Cc1cnc(NC(=O)CSC(=S)N2CCOCC2)s1
    9%	3%	1%	-6%	0%	-5%	-1%	6%
> O=C(C1CC1)N1CCc2cc(Br)cc(S(=O)(=O)N3CCN(c4ccccc4F)CC3)c21
    -9%	7%[76.3 µM]	x	-9%	x	x	x	u
> COC(=O)[C@@H](NC(=O)N1CCc2nc(COc3ccccc3)c3c(c2C1)CO[C@@H](C)C3)C(C)C
    3%[11.5 µM]	x	9%[17.5 µM]	0%[11.6 µM]	-10%[17.4 µM]	-21%[10 µM]	x	1%[11.6 µM]
> CCCCOC(=O)c1ccc(NC(=O)C2CCCO2)cc1 (stereo not drawn)
    -2%	2%	0%	-4%	-6%	-12%	3%	-3%
> Cc1cccc2cc(/C=N/NC(=O)CN3CCOCC3)c(Cl)nc12
    -8%	-4%	-3%	-3%	-3%	6%	-3%	-8%
> COC1(OC)N=C(N)C2(C#N)C(c3ccc(F)cc3)C12C#N (stereo not drawn)
    1%	4%	7%	-1%	-1%	14%[10 µM]	-3%	2%
> Clc1ccccc1-c1nc2ccccc2c2nncn12
    -4%	6%	4%	-3%	1%	4%	-7%	-10%
> O=C(c1ccccc1)C1Oc2ccccc2C2CC(c3cccs3)=NN12 (stereo not drawn)
    -9%	-27%	5%	u	-21%	26%[10 µM]	-4%	-17%
> COCc1cc(C)nc(SCC[N+](C)(C)CC(=O)Nc2cccc(C)c2)c1C#N
    -12%	-7%	-9%	-6%	x	-16%	-4%	-13%
> Cc1cc(C)n(-c2nc3c(c(=O)[nH]c(=O)n3C)n2CC(O)c2ccccc2)n1 (stereo not drawn)
    -4%	10%	2%	3%	-10%	-21%	-6%	3%
> N#CCCN(Cc1ccccc1)C(=O)c1cccs1
    2%	8%	6%	-1%	8%	-5%[10 µM]	-2%[15.4 µM]	0%
> CC1=C(C(=O)Nc2ccccn2)C(c2ccc(N(C)C)cc2)n2ncnc2N1 (stereo not drawn)
    -20%	u	-9%	-4%	-8%	4%	-9%	-16%
> COc1ccc(OC)c(Cc2nnc(CCC(=O)NC3CCCCC3)o2)c1
    -11%	16%	0%	-9%	-2%	5%[10 µM]	-2%	-10%
> CC(C)(C)NC(=O)CSC(=Nc1cccc(F)c1)NC#N
    u	-3%	-12%	4%	1%	19%	u	-12%
> O=c1[nH]c2ccccc2nc1/C=C/c1ccc(O)cc1
    u	-8%	0%	4%	0%	-44%[10 µM]	u	u

# Some values from the results shown.
# For Tau fibril ThT, Cn1nc(OCCOc2ccccc2)ccc1=O reads -1%
# For GAA spleen mod, COc1ccc(OC)c(Cc2nnc(CCC(=O)NC3CCCCC3)o2)c1 reads -2%

# The main list resumes, starting 5 compounds before the break.
Compound | Tau fibril ThT | GAA glycogen mod | GLA spleen mod | Tau fibril FP | GAA spleen mod | HTT ATP protect | GAA inhib | Tau fluor cs
N#CCCN(Cc1ccccc1)C(=O)c1cccs1 | 2% | 8% | 6% | -1% | 8% | -5%[10 µM] | -2%[15.4 µM] | 0%
CC1=C(C(=O)Nc2ccccn2)C(c2ccc(N(C)C)cc2)n2ncnc2N1 (stereo not drawn) | -20% | u | -9% | -4% | -8% | 4% | -9% | -16%
COc1ccc(OC)c(Cc2nnc(CCC(=O)NC3CCCCC3)o2)c1 | -11% | 16% | 0% | -9% | -2% | 5%[10 µM] | -2% | -10%
CC(C)(C)NC(=O)CSC(=Nc1cccc(F)c1)NC#N | u | -3% | -12% | 4% | 1% | 19% | u | -12%
O=c1[nH]c2ccccc2nc1/C=C/c1ccc(O)cc1 | u | -8% | 0% | 4% | 0% | -44%[10 µM] | u | u
Cc1ccc(-c2cc(C(F)(F)F)n3nc(-c4ccc(Cl)cc4)cc3n2)cc1 | -11% | 0%[76.3 µM] | x | -2% | x | x | x | -3%
CSc1ccccc1NC(=O)c1noc2c1CCC2 | u | -10% | -1% | 12% | -7% | -9%[10 µM] | 5% | -28%
Cc1ccc(NC(=O)N2CCC(C(N)=O)CC2)cc1 | -1% | -4% | -6% | -6% | -4% | -8% | -6% | 2%
CCN(CC)c1ccc(NC(=O)CCNC(=O)c2ccco2)cc1 | u | 11% | -5% | 7% | -3% | 17%[10 µM] | 5% | -9%
COc1cccc(/C=C/C(=O)OCC(=O)c2ccc3c(c2)NC(=O)CO3)c1OC | -9% | 10% | -3% | 12% | -2% | -26%[10 µM] | -19% | -1%
c1cncc(CSc2nnc(-c3cccnc3)n2Cc2ccco2)c1 | -3% | 15% | -2% | 6% | 3% | 4% | -7% | -1%
Cc1ccc(O)c(NC(=O)c2ccco2)c1 | -1% | u | 11% | 7% | -1% | -17% | -2% | 0%
Cc1ccc(S(=O)(=O)NCC2CCCO2)cc1[N+](=O)[O-] (stereo not drawn) | 5% | 10% | 7% | 2% | 2% | 22%[10 µM] | 1% | 0%

# (continued)
Compound | Tau fibril ThT | GAA glycogen mod | GLA spleen mod | Tau fibril FP | GAA spleen mod | HTT ATP protect | GAA inhib | Tau fluor cs
Cn1nc(NC(=O)CC(C)(C)CC(=O)O)c2ccccc21 | x | 2% | -3% | 3%[0.0958 µM] | -20% | 23%[10 µM] | x | 3%[0.0958 µM]
CS(=O)(=O)c1sc2nc(-c3ccccc3)cc(-c3ccccc3)c2c1N | u | -17% | 4% | -13% | 4% | -31% | -3% | u
Cc1cc(C)n2c(Br)c(CSc3nc4ccccc4o3)nc2n1 | u | -2% | -5% | -12% | -8% | -22% | -4% | -12%
CC(OC(=O)c1ccc2c(c1)C(=O)N(Cc1ccncc1)C2=O)C(=O)Nc1cccc(Cl)c1Cl (stereo not drawn) | -18% | 10% | 5% | 5% | -5% | 4%[10 µM] | 0% | -17%
N#Cc1c(N2CCN(C(=O)c3ccccc3)CC2)nc(-c2ccccc2)c2c1CCCC2 | u | -3% | 9% | 4% | -16% | 0% | -7% | -9%
COc1ccccc1NC(=O)CSc1nnc(-c2ccncc2)o1 | 7% | -1% | -1% | -3% | -2% | 10%[10 µM] | 0% | 9%
CN(C)S(=O)(=O)c1ccc(NC=O)cc1 | 1% | 18% | 0% | 3% | -3% | -15% | 13% | 8%
O=c1cnc2ccccc2n1CC1CCCCC1 | -14% | -11% | 5% | 3% | 0% | -22% | -6% | -5%

# (more compounds)
Compound | Tau fibril ThT | GAA glycogen mod | GLA spleen mod | Tau fibril FP | GAA spleen mod | HTT ATP protect | GAA inhib | Tau fluor cs
Cc1ccc(NC(=O)CN(C)C(=O)CSc2nc3ccccc3o2)cc1 | -2% | -4% | 1% | -2% | -5% | 3% | 2% | -11%
CC1(C)CC(=O)c2cc3c(nc2C1)CC(C)(C)CC3=O | 0% | 9% | -7% | 3% | -11% | -1%[10 µM] | 4% | -2%
CCC1(C)Cc2ccccc2-c2nc(NCCO)[nH]c(=O)c21 (stereo not drawn) | -17% | 3% | 19% | -11% | 5% | 13% | u | -25%
CC(=O)c1cccc(NC(=O)COC(=O)c2cccc(N3C(=O)c4ccccc4C3=O)c2)c1 | -14% | 12% | -2% | -4% | -9% | 1%[10 µM] | 0% | -30%
COc1ccc(-c2ccc(SCc3ccccn3)nn2)cc1OC | u | -5% | -4% | -4% | 2% | -122%[inhibitor] | 2% | -17%
CSCCC(NC(=O)c1ccco1)C(=O)OCc1cc([N+](=O)[O-])cc2c1OCOC2 (stereo not drawn) | -4% | -4% | 6% | -7% | 1% | u | -3% | -10%
